# XBP1 UPR activ: activators of adaptive arm of unfolded protein response (XBP1) | CHO-XBP1 luciferase reporter, IRE1-XBP1 UPR activation, luminescence; percent of tunicamycin response, DMSO as zero | activation, % at 20 µM | 330,000 tested, 0.33% active | AID 463104;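 active = versus positive control, 20 µM dose yields 30% or more activation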;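 also: 100% = tunicamycin at 10 µg/mL and 0% = DMSO only wells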
#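 Material – CHO cell line with stable XBP1 luciferase reporter · Buffer or medium – F12 plus 10% FBS · Compound – single point, 20 µM final compound, 1% DMSO · Schedule – 16-18 h cell attachment at 37 °C, then 6 h compound exposure · Signal – Steady-Glo luminescence read · Benchmarks – high control tunicamycin 10 µg/mL final, low control DMSO vehicle only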
# EBI2 antag: blocks human EBI2 receptor beta-arrestin signaling; EBI2 beta-arrestin recruitment, luminescence, 7a,25-OHC stimulated; inhibition, % at 5 µM; 360,000 tested, 0.81% active; AID 651636; in the data active = inhibition above about 38%;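 also: enzyme fragment complementation signal reports receptor beta-arrestin coupling in cells; 0% = agonist plus DMSO wells and 100% = wells without agonist; some results beyond the cut were filed as inactive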
# Target sequence (P32249 whole entry, looked up, the tested form may be a part): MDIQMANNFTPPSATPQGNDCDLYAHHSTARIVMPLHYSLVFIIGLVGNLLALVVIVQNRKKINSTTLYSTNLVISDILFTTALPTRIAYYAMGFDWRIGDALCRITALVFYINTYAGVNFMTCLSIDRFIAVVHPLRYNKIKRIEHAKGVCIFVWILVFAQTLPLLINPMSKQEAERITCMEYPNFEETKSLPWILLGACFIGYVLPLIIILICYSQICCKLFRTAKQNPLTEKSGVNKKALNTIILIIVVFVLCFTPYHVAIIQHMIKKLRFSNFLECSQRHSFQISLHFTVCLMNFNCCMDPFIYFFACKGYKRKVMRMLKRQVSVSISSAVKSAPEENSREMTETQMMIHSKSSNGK
# APJ antag: APJ receptor antagonism. P35414. CHO-K1 APJ beta-arrestin complementation, luminescence. inhibition, % at 20 µM. 330,000 tested, 0.32% active. AID 2521;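 active = inhibition above about 40% at 20 µM, limit read from the data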;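 also: cells challenged with 10 nM apelin-13 agonist together with compound; plate controls were apelin-13 plus DMSO wells for no effect and DMSO wells lacking apelin-13 for full effect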
# Target sequence (P35414 whole entry, looked up): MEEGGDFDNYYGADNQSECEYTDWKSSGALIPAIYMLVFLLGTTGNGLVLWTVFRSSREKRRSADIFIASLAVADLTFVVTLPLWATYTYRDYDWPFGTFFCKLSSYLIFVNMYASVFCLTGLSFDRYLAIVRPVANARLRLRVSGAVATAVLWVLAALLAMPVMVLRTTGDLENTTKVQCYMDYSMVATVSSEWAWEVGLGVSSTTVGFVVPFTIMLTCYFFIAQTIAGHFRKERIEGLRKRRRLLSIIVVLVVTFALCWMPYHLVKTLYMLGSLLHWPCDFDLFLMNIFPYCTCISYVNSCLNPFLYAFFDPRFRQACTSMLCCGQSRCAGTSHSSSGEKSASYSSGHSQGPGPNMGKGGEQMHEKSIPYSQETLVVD
# CHOP UPR activ: apoptotic UPR (CHOP) activation; AID 449763; CHO-CHOP luciferase reporter, luminescence; percent of tunicamycin response over DMSO baseline; activation, % at 10 µM; 330,000 tested, 0.34% active;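 active = at 10 µM dose, activation of 40% or more, normalized to positive control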;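 also: 100% = tunicamycin at 10 µg/mL and 0% = DMSO alone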
#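 System: CHO-CHOP luciferase reporter cell line | Buffer or medium: F12 medium containing 10% fetal bovine serum | Doses: One dose, 10 µM in 0.5% DMSO | Times: 6 h compound exposure at 37 °C after overnight seeding | Signal: Luciferase luminescence | Read-out: % activation vs tunicamycin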
# Mdm2-MdmX inh: disrupts the human Mdm2-MdmX interaction; O15151+Q00987; SaOS-2 split-luciferase Mdm2/MdmX complementation, luminescence; inhibition, % at 8 µM; 330,000 tested, 3% active; AID 485346;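 active = inhibition of at least 50% at 8 µM in the primary screen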
# CXCR6 inh: inhibitors of human CXCR6 receptor; O00574; inhibition, % at 20 µM; CHO-K1 PathHunter CXCR6 beta-arrestin, luminescence; 360,000 tested, 0.36% active; in the data active = inhibition above about 34%, passing the limit was not always enough;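 also: antagonist mode with CXCL16 agonist at 10 nM final; 0% = 10 nM CXCL16 with DMSO and 100% = unstimulated wells without agonist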
# APJ ag: agonists of human APJ apelin receptor; P35414; CHO-K1 APJ PathHunter beta-arrestin, luminescence; 0% DMSO wells, 100% apelin; activation, % at 20 µM; 330,000 tested, 0.11% active; AID 2520;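 active = activation more than six SD over the plate average, tested at 20 µM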;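 also: 0% = DMSO alone and 100% = apelin-13 at 10 nM; some results filed as inactive read as strong as hits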
#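 assay system = CHO-K1 APJ beta-arrestin complementation cell line | input = cell density 1000 per well | dosing = compound 20 µM once, DMSO 1% | timing = compound 90 min 25 °C, reagent 1 h | measured by = luminescence from split beta-galactosidase complementation, Galacton Star/Emerald II substrate | read-out basis = APJ agonist activity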
# CCR6 antagonist: CCR6 (human) receptor antagonism | 340,000 tested, 0.49% active | CHO-K1 CCR6 PathHunter beta-arrestin, luminescence, CCL20-stimulated | inhibition, % at 20 µM;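 active = compounds whose inhibition of the agonist-driven luminescence signal at 20 µM reaches about 50%, limit read from the data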;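 also: cells stimulated with CCL20 at 14 nM final; plate controls were DMSO with CCL20 for no effect and DMSO without agonist for full effect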
# Target sequence (P51684 whole entry, looked up): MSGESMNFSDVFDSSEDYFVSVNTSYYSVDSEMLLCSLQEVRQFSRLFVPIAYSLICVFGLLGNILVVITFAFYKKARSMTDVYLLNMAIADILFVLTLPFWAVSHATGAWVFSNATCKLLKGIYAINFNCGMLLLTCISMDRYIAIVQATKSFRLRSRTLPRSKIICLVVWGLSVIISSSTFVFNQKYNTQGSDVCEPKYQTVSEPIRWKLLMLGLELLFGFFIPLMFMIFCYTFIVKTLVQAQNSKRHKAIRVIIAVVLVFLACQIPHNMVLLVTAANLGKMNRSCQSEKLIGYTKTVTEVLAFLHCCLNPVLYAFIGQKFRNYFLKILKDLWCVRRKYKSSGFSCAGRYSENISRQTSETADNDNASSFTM
# tim23-1 inh: tim23-1 yeast growth inhibition. S. cerevisiae tim23-1 growth, BacTiter-Glo luminescence, 24 h. inhibition, % at 20 µM. 330,000 tested, 1.3% active;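 active = growth inhibition of the mutant yeast at or above 50%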;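 also: temperature-sensitive mutant grown at 25 °C; plate controls were DMSO-treated mutant yeast for no effect and medium wells lacking yeast for full effect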
# An asterisk follows results filed as active; . = no result given.
SMILES,XBP1 UPR activ,EBI2 antag,APJ antag,CHOP UPR activ,Mdm2-MdmX inh,CXCR6 inh,APJ ag,CCR6 antagonist,tim23-1 inh
CCN1CCCC1CNC(=O)c1[nH]c2ccc(OC)cc2c1C (configuration not stated),-1,-3,12,2.6,-38,-13,-4,17,17
Cc1ccc(Sc2c(CO)c(-c3ccccc3)nn2C)cc1,0,-14,0,1.8,51*,1,-1,5,20
COc1ccc(/C(C)=N/NC(=O)CCC(=O)Nc2ccc(Cl)cc2Cl)c(OC)c1,-4,2,6,-1.4,28,-1,6,-10,20
CCN1CCN(C(=O)c2ccc(Cn3c(=O)[nH]c4cc(OC)c(OC)cc4c3=O)cc2)CC1,-1,-5,-4,-0.4,-25,-1,-2,16,4
O=C(C1CCCC1)N1CCN(S(=O)(=O)c2ccc(F)c(F)c2F)CC1,0,-10,-5,1.0,22,2,-1,2,15
CC(C)NC(=O)c1ccc2c(=O)n(CC3CCCO3)c(=S)[nH]c2c1 (configuration not stated),-1,-7,3,-1.5,-13,-2,-2,-6,10
CCn1c(C)c(C(C)=O)c(SC)nc1=S,0,-7,-13,-1.6,-4,-6,0,30,0
C/C(=N\NC(=O)c1nnn(-c2nonc2N)c1CSc1ccccc1)c1cccnc1,-2,-2,4,0.0,-5,-7,2,5,8
Cn1ncc(Br)c1C(=O)Nc1ccc(F)cc1F,3,4,3,1.9,-4,0,3,-9,9
CCN(CC)S(=O)(=O)c1ccc(S(=O)(=O)Nc2c(C)nn(C)c2C)cc1,-4,-3,0,0.8,5,-5,8,4,4
CC(C(=O)Nc1cccc(S(=O)(=O)N2CCOCC2)c1)N1CCN(c2ccc(F)cc2)CC1 (configuration not stated),0,3,-8,0.2,-18,3,-3,15,10
CCOC(=O)c1noc(C)c1C(=O)Nc1nc(C)cc(C)n1,-2,-12,6,1.0,-4,-3,-2,-10,-5
O=C(NCc1cn2ccsc2n1)c1cccc(C(F)(F)F)c1,-3,-15,3,-4.0,9,2,-2,-3,8
CCNC(=S)N1CCN(c2nc(-c3ccc(F)cc3)cs2)CC1,-6,7,1,-0.1,7,-8,-1,4,29
C=CCNc1oc(-c2cccs2)nc1C#N,0,-8,-4,0.0,7,2,-5,5,5

# A draw from above in order of SMILES length, highest first:
SMILES,XBP1 UPR activ,EBI2 antag,APJ antag,CHOP UPR activ,Mdm2-MdmX inh,CXCR6 inh,APJ ag,CCR6 antagonist,tim23-1 inh
CC(C(=O)Nc1cccc(S(=O)(=O)N2CCOCC2)c1)N1CCN(c2ccc(F)cc2)CC1 (configuration not stated),0,3,-8,0.2,-18,3,-3,15,10
COc1ccc(/C(C)=N/NC(=O)CCC(=O)Nc2ccc(Cl)cc2Cl)c(OC)c1,-4,2,6,-1.4,28,-1,6,-10,20
C/C(=N\NC(=O)c1nnn(-c2nonc2N)c1CSc1ccccc1)c1cccnc1,-2,-2,4,0.0,-5,-7,2,5,8
CC(C)NC(=O)c1ccc2c(=O)n(CC3CCCO3)c(=S)[nH]c2c1 (configuration not stated),-1,-7,3,-1.5,-13,-2,-2,-6,10

# (continued)
SMILES,XBP1 UPR activ,EBI2 antag,APJ antag,CHOP UPR activ,Mdm2-MdmX inh,CXCR6 inh,APJ ag,CCR6 antagonist,tim23-1 inh
CCC(CC)c1nnc(NC(=O)C2CC(=O)N(c3ccc4c(c3)OCCO4)C2)s1 (configuration not stated),-1,3,8,2.7,2,5,0,-3,6
COc1ccc(Oc2cccc(Cl)c2CNC(=O)CSCC(=O)O)cc1,-2,-6,-1,-0.5,9,3,0,-1,2
CC(C)(O)C(=O)NN(C(=O)c1ccccc1)c1cccc(Br)c1,-1,8,11,-0.9,-9,0,-5,-5,15
Cc1[nH]c(C)c(S(=O)(=O)N2c3ccccc3CC2C)c1C(=O)N1CCCCC1 (configuration not stated),-1,-1,4,0.6,4,-1,-3,-2,-5
CC1CC(C)CN(c2oc(-c3ccccc3F)nc2C#N)C1 (configuration not stated),5,1,6,0.9,9,0,-3,14,22
COc1ccc(NC(=O)CN2CCCCC2)c([N+](=O)[O-])c1,-5,9,8,2.7,-3,-4,2,17,-7
CSc1ncc2ncn(C3OC(CO)C(O)C3O)c2n1 (configuration not stated),-5,-2,10,1.1,21,0,1,9,1
Cc1cccc(N2CCN(S(=O)(=O)c3ccc4[nH]c(=O)ccc4c3)CC2)c1C,-1,-14,-4,-1.3,12,-9,-2,1,-3
O=[N+]([O-])c1ccccc1OCCN1CCOCC1,-2,-4,-2,-0.4,-12,0,-5,-9,-13
CCOc1ccc(C(=O)C[n+]2ccccc2C)cc1,-1,-10,1,-2.0,-16,-2,0,-3,3
CC(C)CCn1c(SCC(=O)N2CC(=O)Nc3ccccc32)nc2scc(-c3cccs3)c2c1=O,1,-1,-1,-1.9,30,10,-2,15,-35
COc1ccc(NS(=O)(=O)c2cc(NC(=O)c3ccco3)ccc2N2CCCC2)cc1,3,0,-5,0.9,33,2,0,-3,24
COc1ccc(CNn2c(-c3ccccc3F)nc3ccccc3c2=O)cc1OC,-2,8,3,0.4,10,5,-1,2,17
CC(=O)Nc1ccccc1-c1nc2ccc(C(=O)N3CCN(c4ccccc4)CC3)cc2[nH]c1=O,0,-11,-31,-1.6,-7,-10,-2,-1,-10
CCn1nc(C(=O)NCc2nnc3ccccn23)c2ccccc2c1=O,-4,-3,15,-0.6,8,0,-3,12,-5
COc1ccccc1NC(=O)COc1ccc(C(=O)NC2CCCc3ccccc32)cc1OC (configuration not stated),-2,27,-1,-1.8,27,7,-3,5,-8
O=C(O)CC1(CC(=O)NCc2ccncc2)CCCCC1,2,-5,5,-0.1,3,2,2,-9,10
CSC1=NCCN1C(=O)Cc1ccc(Cl)cc1,0,-7,-4,2.0,-1,3,0,-6,5
CCOc1ccc2ccccc2c1C(=O)N1CCOCC1,1,3,4,0.8,-20,-4,-4,3,12
COCCCNC(=O)c1cccc(NC(=O)c2ccccc2)c1,-1,1,4,-2.0,9,6,-2,5,0
O=c1cc(CN2CCN(S(=O)(=O)/C=C/c3ccccc3)CC2)c2ccc(O)cc2o1,1,28,-3,1.7,6,2,-2,5,5
CC1=NN(C(=O)c2ccc(C)cc2)C(O)(C(F)(F)OC(F)(F)F)C1 (configuration not stated),1,4,-9,-1.7,16,1,-2,4,15
O=C(Nc1ccc(Br)cc1)c1cccc(S(=O)(=O)Nc2cnc3ccccc3c2)c1,-1,-12,0,-2.0,24,2,3,12,4
COc1cccc(N2[C@@H](CC(C)=O)c3ccccc3S2(=O)=O)c1,0,-18,10,-0.3,19,-6,4,-6,10
CC(NC(=O)C(=O)N1CCCCC1)C(c1cccs1)N1CCN(Cc2ccccc2)CC1 (configuration not stated),0,-2,16,1.6,32,6,-1,11,1
COc1ccc(-c2nnc3ccc(SCC(=O)N4CCCCCC4)nn23)cc1OC,-2,8,29,2.8,36,-3,-6,2,8
Cc1cc(C(=O)NC2CC2)c2ccccc2n1,-3,9,9,-1.1,25,-6,2,-11,-5
Nc1c(S(=O)(=O)c2ccccc2)c2nc3ccccc3nc2n1/N=C/c1ccco1,-2,67*,-14,2.2,31,8,12,17,-3
O=C(NNC(=O)c1ccccc1C(=O)O)c1ccc(S(=O)(=O)N2CCCCC2)cc1,-4,-15,-9,-1.4,-15,-2,1,-3,22
O=C(COC(=O)CCNS(=O)(=O)c1cccs1)Nc1ccccc1,-1,-9,-2,-1.0,-20,1,-4,-1,16
Cc1ccsc1CNn1cnnc1SCc1ccccc1F,0,-5,9,-1.6,-2,2,0,7,15
COC(=O)c1ccc(NC(=O)COc2ccc(N(C)S(=O)(=O)c3ccc(C)cc3)cc2)cc1,-3,14,0,0.4,14,2,2,11,-8
CCCC(=O)Nc1ccc2c(c1)nc1n2CCOC1,3,-3,-6,1.9,-29,3,-3,4,1
Cc1cc(OCC(=O)NCCCn2ccnc2)c2c(C)c(C)c(=O)oc2c1,-3,-13,-3,0.8,18,2,0,-14,-6
CCn1c(SCC(=O)Nc2ccccc2Br)nnc1-c1cnccn1,-4,2,-20,1.5,23,0,-2,-2,-5
CCOc1ccc2[nH]c3c(=O)n(CCC4=CCCCC4)cnc3c2c1,1,13,-17,2.1,17,1,-1,4,-13
COc1ccc(C(=O)Nc2nc3cc4c(cc3s2)OCO4)c(OC)c1,-1,-16,6,2.9,4,-13,5,-18,-27
CC1CCN(C(=O)CSc2nnc(Cc3ccccc3)o2)CC1,3,-4,10,-2.2,-20,2,-1,2,12
N#Cc1cnc(SCC(=O)NNC(=O)COc2cccc3ccccc23)nc1N,-1,-9,-12,-1.1,6,-8,3,9,-5
COc1cc(C2CC(=O)Oc3cc4c(cc32)OCO4)cc(OC)c1OC (configuration not stated),0,-5,.,2.0,11,-6,.,13,25
CCn1c(SCC(=O)N/N=C/c2ccccc2OCC(=O)O)nnc1-c1ccc(C(C)(C)C)cc1,-3,-7,-10,-0.2,18,5,-2,13,8
Cc1cc2c(cc1C)CSC(c1ccccc1OC(=O)C(C)(C)C)SC2,-2,16,12,0.8,43,-2,1,2,15
CSc1nc(-c2ccccc2)nn1S(=O)(=O)c1ccccc1,0,-7,-12,-0.5,-22,2,5,1,6
C=CC[C@@H](CC(=O)N[C@@H](CO)Cc1ccccc1)C(=O)N[C@H](COC(=O)[C@@H](CC=C)CC(=O)OC(C)(C)C)Cc1ccccc1,29,14,4,1.5,-19,-3,0,-7,16
Cc1ccccc1C(=O)N1CCN(c2ccc(NC(=O)c3ccco3)cc2)CC1,-4,-3,1,1.4,24,-7,-2,-8,24
CCCOc1ccc(/C(O)=C2/C(=O)C(=O)N(c3cc(C)on3)C2c2ccc(C(=O)OC)cc2)cc1 (configuration not stated),0,-8,-6,-1.2,20,-2,2,14,10
CCOc1ccc(S(=O)(=O)NC(Cc2c[nH]c3ccccc23)C(=O)O)cc1 (configuration not stated),-6,-2,1,2.5,-23,-4,1,-10,-4
CN(C(=O)C1CCCN(S(=O)(=O)c2cccc([N+](=O)[O-])c2)C1)C1CCS(=O)(=O)C1 (configuration not stated),-2,2,-4,0.2,-4,-17,0,-3,0
COc1ccc(NC(=O)CCSc2ccc3ccccc3n2)cc1,-2,-10,-4,-0.2,19,-2,1,0,11
O=C(O)c1cc(-c2cccs2)nn1-c1ccc(F)cc1,5,0,6,1.6,1,0,-3,-13,-1
CC#CCN1C=C(C(=O)OCC)C(C)N(Cc2ccc(Br)cc2)S1(=O)=O (configuration not stated),0,7,.,1.3,14,0,.,37,39
CCC(=O)OCCNc1nc(-c2ccccc2)nc2ccccc12,3,8,2,2.5,21,41*,-1,13,40
c1cncc(CNc2nc(-c3cccnc3)nc3ccccc23)c1,5,8,-10,0.2,12,0,-2,15,20
O=C(Nc1nccs1)C1CC(=O)N(CCc2ccccc2)C1 (configuration not stated),-4,-4,23,0.2,-3,-5,1,-6,14
C/C(=N\NS(=O)(=O)c1ccc(C)cc1)c1ccc(C)s1,1,0,0,0.0,-5,1,-3,-6,-3
CC(=O)c1ccc(NC(=O)C(C)OC(=O)/C=C/c2ccco2)cc1 (configuration not stated),2,9,11,0.0,28,4,-7,17,11

# These rows are one share of the data, so the mix of outcomes need not match the whole.
